NSD2 block: NSD2 (human) methyltransferase inhibition; O96028; NSD2-SET H3K36me1 DELFIA fluorescence, biochemical; inhibition, % at 12.5 µM; hit rate 0.07% among 44,000; AID 624260; in the data active = inhibition above about 54%, passing the limit was not always enough;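 note: inhibitors reduce the monomethyl H3K36 fluorescence signal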
Target sequence (O96028 whole entry, looked up): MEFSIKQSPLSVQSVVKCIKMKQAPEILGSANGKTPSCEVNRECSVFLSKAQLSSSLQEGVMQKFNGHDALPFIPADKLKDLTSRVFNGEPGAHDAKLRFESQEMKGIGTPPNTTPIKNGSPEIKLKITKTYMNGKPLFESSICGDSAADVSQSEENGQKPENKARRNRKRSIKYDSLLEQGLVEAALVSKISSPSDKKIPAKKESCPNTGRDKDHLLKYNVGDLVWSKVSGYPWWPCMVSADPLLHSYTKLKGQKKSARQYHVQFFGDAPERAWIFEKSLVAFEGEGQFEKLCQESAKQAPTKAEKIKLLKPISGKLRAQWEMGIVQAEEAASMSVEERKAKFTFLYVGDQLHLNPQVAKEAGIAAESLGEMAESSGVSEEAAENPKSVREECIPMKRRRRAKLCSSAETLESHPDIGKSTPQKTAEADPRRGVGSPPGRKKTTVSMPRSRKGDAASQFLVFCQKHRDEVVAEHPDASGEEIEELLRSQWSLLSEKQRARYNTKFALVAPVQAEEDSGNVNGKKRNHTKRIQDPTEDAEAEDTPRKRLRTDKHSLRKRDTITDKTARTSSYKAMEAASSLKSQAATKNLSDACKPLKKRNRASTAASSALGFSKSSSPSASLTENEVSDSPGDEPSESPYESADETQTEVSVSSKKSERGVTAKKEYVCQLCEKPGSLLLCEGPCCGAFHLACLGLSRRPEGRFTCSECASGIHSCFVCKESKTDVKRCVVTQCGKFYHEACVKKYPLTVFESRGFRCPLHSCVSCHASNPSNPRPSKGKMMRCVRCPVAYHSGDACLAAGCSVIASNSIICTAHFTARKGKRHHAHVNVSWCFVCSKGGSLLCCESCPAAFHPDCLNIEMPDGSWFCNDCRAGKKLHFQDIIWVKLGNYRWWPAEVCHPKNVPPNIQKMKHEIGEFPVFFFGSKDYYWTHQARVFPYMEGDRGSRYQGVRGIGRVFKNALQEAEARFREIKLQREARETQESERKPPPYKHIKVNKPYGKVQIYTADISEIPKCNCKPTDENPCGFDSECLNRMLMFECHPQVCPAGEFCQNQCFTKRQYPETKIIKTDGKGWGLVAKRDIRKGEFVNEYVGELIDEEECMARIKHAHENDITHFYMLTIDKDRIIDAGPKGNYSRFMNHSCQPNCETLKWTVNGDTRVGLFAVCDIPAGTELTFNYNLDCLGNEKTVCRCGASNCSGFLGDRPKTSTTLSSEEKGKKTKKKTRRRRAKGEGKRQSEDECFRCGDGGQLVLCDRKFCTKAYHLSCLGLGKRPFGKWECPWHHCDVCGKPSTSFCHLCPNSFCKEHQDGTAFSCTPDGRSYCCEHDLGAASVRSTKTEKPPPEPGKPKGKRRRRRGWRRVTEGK
An asterisk follows results filed as active; & = joins results of further samples. These rows are one share of the data, so the mix of outcomes need not match the whole.

SMILES	NSD2 block
C[C@H]1CN([C@@H](C)CO)C(=O)c2cccc(NC(=O)Nc3ccc(C(F)(F)F)cc3)c2O[C@H]1CN(C)C(=O)Nc1ccccc1	6
C[C@@H]1CN([C@@H](C)CO)C(=O)c2cccc(NC(=O)Nc3ccc(C(F)(F)F)cc3)c2O[C@H]1CN(C)S(=O)(=O)c1cn(C)cn1	-3
C[C@@H]1CCCCO[C@H](CN(C)Cc2ccccc2)[C@@H](C)CN([C@@H](C)CO)C(=O)c2cc(NS(=O)(=O)c3ccccc3)ccc2O1	24
CNC[C@@H]1Oc2ccc(NS(=O)(=O)c3cn(C)cn3)cc2CC(=O)N([C@@H](C)CO)C[C@H]1C	-2
NC(=O)NCC#Cc1ccc2c(c1)[C@]1(C(=O)N2)[C@H](C(=O)Nc2nc3ccccc3s2)[C@H]2C(=O)O[C@H](c3ccccc3)[C@H](c3ccccc3)N2[C@@H]1c1ccc(OCCO)cc1	-6
C[C@@H]1CN([C@@H](C)CO)C(=O)c2cc(NC(=O)Nc3ccccc3)ccc2O[C@@H](C)CCCCO[C@@H]1CN(C)S(=O)(=O)c1ccc(F)cc1	-3
C[C@@H]1CN([C@H](C)CO)C(=O)c2cc(NC(=O)NC3CCCCC3)ccc2O[C@@H](C)CCCCO[C@@H]1CN(C)C(=O)Nc1ccc(F)cc1	-3
CC(C)NC(=O)N(C)C[C@H]1OCc2ccccc2-c2ccccc2C(=O)N([C@@H](C)CO)C[C@@H]1C	0
C[C@H]1CN([C@@H](C)CO)S(=O)(=O)c2ccc(C#CC3(O)CCCC3)cc2O[C@H]1CN(C)C(=O)Cc1cccnc1	-2
O=C(CCc1ccccc1)CC(CCc1ccccc1)OC1OC(COC2OC(CO)C(O)C(O)C2O)C(O)C(O)C1O (configuration not stated)	0
CC(=O)N(C)C[C@@H]1Oc2ncc(C#C[C@@H](C)O)cc2C(=O)N([C@H](C)CO)C[C@H]1C	5
C[C@H](NC(=O)C[C@@H]1CC[C@@H](NC(=O)c2cccnc2)[C@H](CO)O1)c1ccccc1	9
C[C@H]1CN([C@@H](C)CO)C(=O)c2cc(/C=C/c3ccccc3)cnc2O[C@@H]1CN(C)C(=O)Nc1ccccc1F	4
COc1ccc(S(=O)(=O)N(C)C[C@H]2Oc3ccc(NC(=O)Nc4ccccc4)cc3C(=O)N([C@@H](C)CO)C[C@H]2C)cc1	10
CNC[C@H]1Oc2ccc(NS(=O)(=O)c3ccc(F)cc3)cc2C(=O)N([C@@H](C)CO)C[C@H]1C	3
COc1cc(C2c3c(cc(OC)c(O)c3OC)CC(CO[C@@H]3O[C@H](CO)[C@@H](O)[C@H](O)[C@H]3O)C2CO)cc(OC)c1O (some centres not stated)	-8
COCCNC(=O)C[C@H]1C[C@@H]2c3cc(NS(=O)(=O)c4ccc(F)cc4)ccc3O[C@@H]2[C@@H](CO)O1	1
C[C@H](CO)N1C[C@H](C)[C@@H](CN(C)Cc2cccnc2)Oc2ncc(-c3ccc(F)cc3)cc2C1=O	-2
CC(C)NC(=O)N(C)C[C@H]1Oc2cc(C3=CCCC3)ccc2S(=O)(=O)N([C@H](C)CO)C[C@H]1C	2
C[C@@H]1CN([C@@H](C)CO)C(=O)c2cc(-c3ccc(C#N)cc3)cnc2O[C@@H]1CN(C)C(=O)CN(C)C	3
C[C@@H]1CCCCO[C@@H](CN(C)Cc2ccccc2)[C@@H](C)CN([C@@H](C)CO)C(=O)c2cc(NS(=O)(=O)c3ccccc3)ccc2O1	-4
CNC[C@@H]1Oc2ccc(NC(=O)CCN3CCOCC3)cc2C(=O)N([C@@H](C)CO)C[C@@H]1C	1
Cc1ccc(/C=N/NC(=O)CCCCCCC(=O)NO)o1	2
C[C@@H]1CN([C@@H](C)CO)C(=O)Cc2cc(NC(=O)Nc3ccc4c(c3)OCO4)ccc2O[C@H]1CN(C)S(=O)(=O)c1ccc(Cl)cc1	-3
O=C(C[C@@H]1C=C[C@H](NS(=O)(=O)c2cccc(F)c2)[C@@H](CO)O1)N1CCCCC1	0

Other compounds.
SMILES	NSD2 block
C[C@@H]1CN([C@H](C)CO)C(=O)c2cc(NC(=O)Nc3ccc(F)cc3)ccc2O[C@H]1CN(C)C(=O)NC1CCCCC1	5
COc1ccccc1-c1ccc2c(c1)O[C@H](CN(C)C)[C@H](C)CN([C@H](C)CO)S2(=O)=O	4
COc1ccc(S(=O)(=O)N(C)C[C@@H]2Oc3cc(C4=CCCC4)ccc3S(=O)(=O)N([C@@H](C)CO)C[C@@H]2C)cc1	4
CC(C)CC#Cc1ccc2c(c1)O[C@H](CN(C)C(=O)NC(C)C)[C@H](C)CN([C@H](C)CO)S2(=O)=O	-5
O=C(CCCCCC(=O)Nc1ccccc1O)N/N=C/c1cc(Br)c(O)c(Br)c1	0
CNC[C@H]1Oc2ccc(NC(=O)Nc3cccc4ccccc34)cc2C(=O)N([C@H](C)CO)C[C@H]1C	1
C[C@@H]1CCCCO[C@H](CN(C)C(=O)Nc2ccc(C(F)(F)F)cc2)[C@@H](C)CN([C@H](C)CO)C(=O)c2cc(NC(=O)Nc3ccc(C(F)(F)F)cc3)ccc2O1	-1
C[C@@H]1CN([C@H](C)CO)C(=O)CCCn2nncc2CO[C@@H]1CN(C)C(=O)Nc1ccccc1F	-3
N#C/C(=C/c1ccc(O)c(O)c1)C(=O)Nc1ccccc1	0
C[C@@H]1CCCCO[C@@H](CN(C)C(=O)c2ccccc2)[C@H](C)CN([C@@H](C)CO)C(=O)c2cc(NS(=O)(=O)c3cn(C)cn3)ccc2O1	-3
C[C@H]1CCCCO[C@@H](CN(C)Cc2ccncc2)[C@@H](C)CN([C@@H](C)CO)C(=O)c2cc(NC(=O)Nc3cccc4ccccc34)ccc2O1	0
C[C@@H]1CCCCO[C@@H](CN(C)C(=O)Cc2ccccc2)[C@@H](C)CN([C@H](C)CO)C(=O)c2cc(NC(=O)NC3CCCCC3)ccc2O1	1
C[C@@H]1CN([C@@H](C)CO)C(=O)c2cc(C3=CCCC3)cnc2O[C@H]1CN(C)Cc1ccccc1	5
C[C@@H]1CN([C@@H](C)CO)C(=O)c2cccc(NC(=O)Nc3ccc(F)cc3)c2O[C@@H]1CN(C)Cc1ccc(-c2ccccc2)cc1	-4
Cc1noc(C)c1S(=O)(=O)N(C)C[C@@H]1Oc2ccc(NC(=O)Nc3ccccc3)cc2CC(=O)N([C@@H](C)CO)C[C@@H]1C	0
COC(=O)C(CC#Cc1ccc2c(c1)[C@]1(C(=O)N2)[C@H](C(N)=O)[C@H]2C(=O)O[C@H](c3ccccc3)[C@H](c3ccccc3)N2[C@@H]1c1ccc(O)cc1)C(=O)OC	0
C[C@@H]1CN([C@H](C)CO)C(=O)c2ccccc2-c2ccccc2CO[C@H]1CN(C)C(=O)Nc1ccnc(N2CCOCC2)c1	-1
COc1ccccc1S(=O)(=O)N(C)C[C@H]1Oc2ncc(-c3ccc(C)cc3)cc2C(=O)N([C@H](C)CO)C[C@H]1C	-5
C[C@@H]1CN([C@H](C)CO)C(=O)Cc2cc(NC(=O)C3CC3)ccc2O[C@H]1CN(C)Cc1ccc(-c2ccccc2)cc1	2
C[C@@H]1CCCCO[C@@H](CN(C)C)[C@H](C)CN([C@H](C)CO)C(=O)c2cc(NS(=O)(=O)c3ccc(Cl)cc3)ccc2O1	-1
COCC#Cc1ccc2c(c1)O[C@H](CN(C)CC1CCOCC1)[C@@H](C)CN([C@@H](C)CO)S2(=O)=O	13
C[C@H]1CN([C@@H](C)CO)S(=O)(=O)c2ccc(C#Cc3ccc(F)cc3)cc2O[C@@H]1CN(C)C(=O)NC1CCCCC1	-8
C[C@@H]1CN([C@H](C)CO)C(=O)Cc2cc(NC(=O)CCC(F)(F)F)ccc2O[C@H]1CN(C)S(=O)(=O)c1ccc(F)cc1	3
C[C@H]1CCCCO[C@@H](CN(C)C(=O)Nc2ccc3c(c2)OCO3)[C@@H](C)CN([C@@H](C)CO)C(=O)c2cc(NS(=O)(=O)c3cccs3)ccc2O1	-6
O=C(Nc1ccccc1)C1=C[C@H](c2ccc3c(c2)OCO3)C[C@H](OCc2ccc(CO)cc2)O1	-4&2

(more compounds)
SMILES	NSD2 block
C[C@H](CO)N1C[C@H](C)[C@H](CN(C)Cc2ccc3c(c2)OCO3)Oc2ncc(C#Cc3ccccc3)cc2C1=O	-1
COc1ccc(S(=O)(=O)Nc2ccc3c(c2)CC(=O)N([C@H](C)CO)C[C@H](C)[C@@H](CN(C)C(=O)Nc2c(C)noc2C)O3)cc1	2
Cc1noc(C)c1S(=O)(=O)N(C)C[C@H]1OCc2cnnn2CCCC(=O)N([C@H](C)CO)C[C@H]1C	0
COc1ccc(S(=O)(=O)Nc2ccc3c(c2)C(=O)N([C@@H](C)CO)C[C@@H](C)[C@@H](CN(C)S(=O)(=O)c2ccc(OC)cc2)OCCCC[C@H](C)O3)cc1	4
CN(C)CC(=O)Nc1ccc2c(c1)[C@H]1C[C@@H](CC(=O)NCC3CC3)O[C@H](CO)[C@H]1O2	3
CCC(=O)N(C)C[C@H]1Oc2ncc(-c3ccccc3F)cc2C(=O)N([C@@H](C)CO)C[C@@H]1C	-10
C[C@@H]1CN([C@H](C)CO)C(=O)Cc2cc(NC(=O)C3CC3)ccc2O[C@H]1CN(C)S(=O)(=O)c1ccccc1	13
Cc1ccc(S(=O)(=O)N(C)C[C@H]2Oc3c(NS(=O)(=O)c4ccc(F)cc4)cccc3C(=O)N([C@@H](C)CO)C[C@H]2C)cc1	-4
C[C@H](CO)N1C[C@H](C)[C@H](CN(C)C(=O)Nc2ccc(C(F)(F)F)cc2)Oc2ncc(-c3ccc(C#N)cc3)cc2C1=O	-9
C[C@@H]1CN([C@@H](C)CO)S(=O)(=O)c2ccc(C#Cc3ccccc3)cc2O[C@@H]1CN(C)C(=O)Nc1ccc2c(c1)OCO2	-8
C[C@@H]1CN([C@H](C)CO)C(=O)c2cc(NC(=O)Cc3ccccc3)ccc2O[C@H]1CN(C)CC1CC1	7
COC(=O)CCCCCCC(=O)N/N=C/c1cccs1	-3
COc1ccc(CN(C)C[C@H]2Oc3c(NC(=O)Nc4ccccc4)cccc3C(=O)N([C@@H](C)CO)C[C@H]2C)cc1	0
O=C(N/N=C/c1ccc(N(c2ccccc2)c2ccccc2)cc1)c1ccccc1O	0
COc1ccc(C#Cc2cnc3c(c2)C(=O)N([C@@H](C)CO)C[C@H](C)[C@@H](CN(C)C(C)=O)O3)cc1	-6
C[C@H]1CCCCO[C@H](CN(C)C(=O)Nc2ccccc2)[C@@H](C)CN([C@@H](C)CO)C(=O)c2cc(NC(=O)c3ccncc3)ccc2O1	0
c1ccc(C(NCc2cccnc2)(c2ccccc2)c2ccccc2)cc1	-1
COc1ccc(C#Cc2ccc3c(c2)[C@]2(C(=O)N3)[C@H](C(=O)Nc3nc4ccccc4s3)[C@H]3C(=O)O[C@H](c4ccccc4)[C@H](c4ccccc4)N3[C@@H]2c2ccc(OCCO)cc2)cc1	-5
CCC(=O)N(C)C[C@@H]1Oc2cc(C#CCN(C)C)ccc2S(=O)(=O)N([C@@H](C)CO)C[C@H]1C	1
CC(C)NC(=O)Nc1ccc2c(c1)CC(=O)N([C@@H](C)CO)C[C@@H](C)[C@H](CN(C)C(=O)Nc1ccccc1)O2	-6
CCCN(C)C[C@@H]1Oc2cc(-c3ccncc3)ccc2S(=O)(=O)N([C@@H](C)CO)C[C@@H]1C	-2
O=C(O)C[C@H]1C[C@H]2c3cc(NC(=O)Nc4ccccc4F)ccc3O[C@H]2[C@@H](CO)O1	-2
C[C@@H]1CCCCO[C@@H](CN(C)C(=O)c2ccccc2)[C@@H](C)CN([C@@H](C)CO)C(=O)c2cc(NS(C)(=O)=O)ccc2O1	-1
CC(C)CC#Cc1cnc2c(c1)C(=O)N([C@@H](C)CO)C[C@H](C)[C@H](CN(C)C(=O)c1ccc(F)cc1)O2	-6
C[C@H]1CCCCO[C@H](CN(C)C(=O)c2ccccc2)[C@@H](C)CN([C@@H](C)CO)C(=O)c2cc(NC(=O)Nc3ccc4c(c3)OCO4)ccc2O1	-2
C[C@H]1CN([C@@H](C)CO)C(=O)Cc2cc(NC(=O)CCN3CCOCC3)ccc2O[C@@H]1CN(C)CC1CCCCC1	-4
CCCNC(=O)N(C)C[C@H]1Oc2cc(-c3ccccc3F)ccc2S(=O)(=O)N([C@@H](C)CO)C[C@@H]1C	-1
